NS5 inhibitors: Dengue-2 NS5 methyltransferase inhibitors, primary screen, biochemical, confirmation dose response (AID 588689). Dengue-2 NS5 methyltransferase capping enzyme assay, biochemical; higher % means a stronger effect. inhibition, % at 25 µM; hits with a dose series show IC50 in µM. 340,000 tested, 0.3% active; in the data active means a potency from the dose series
MgcRacGAP inhibition: MgcRacGAP GTPase-activating activity inhibitors, confirmation, biochemical, ADP Hunter fluorescence; MgcRacGAP-stimulated Rac1 GTP hydrolysis, ADP Hunter fluorescence; higher % means a stronger effect; GST-tagged Rac1 F28L mutant substrate; inhibition, % at 30 µM, or IC50 in µM where a hit was titrated; 340,000 tested, 0.6% active; AID 624330;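 active means first-screen hits whose inhibition reached a set limit at any dose in the follow-up dose series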;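 further: fluorescence reports GDP produced by GAP-driven GTP hydrolysis; strong numbers were not always called active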
NS5 inhibitors pilot replicate: also measured in NS5 inhibitors; calls as there; inhibition, %; measured here: pilot screen replicate inhibition
* = called active by the depositor.

Start of the listing, in advance (2 entries):
SMILES	NS5 inhibitors	MgcRacGAP inhibition	others
C=CC[C@H](CC(=O)N[C@H](CO)Cc1ccccc1)C(=O)N[C@H](COC(=O)[C@H](CC=C)CC(=O)OC(C)(C)C)Cc1c[nH]c2ccccc12	-6.5%	6.3%
CCOc1ccccc1C=NNC(=O)C1CC1	-1.2%	-1.3%

All compounds of this part, from the first entry:
SMILES	NS5 inhibitors	MgcRacGAP inhibition	others
C=CC[C@H](CC(=O)N[C@H](CO)Cc1ccccc1)C(=O)N[C@H](COC(=O)[C@H](CC=C)CC(=O)OC(C)(C)C)Cc1c[nH]c2ccccc12	-6.5%	6.3%
CCOc1ccccc1C=NNC(=O)C1CC1	-1.2%	-1.3%
CN(CC(=O)Nc1ccc(N2CCOCC2)cc1)C(=O)c1ccc(CS(C)(=O)=O)cc1	-4.3%	2.8%
CCN(CC)C(=O)[C@H]1C[C@H](CC(=O)NCCCn2ccnc2)C(=O)N2CCc3c([nH]c4cc(-c5ccco5)ccc34)[C@]12C	-4.6%	9.7%
O=C(CN1C(=O)NC2(CCCCCCC2)C1=O)NCc1ccc(Cl)cc1	3.8%	-0.3%
CCn1cc(/C=C(\NC(=O)c2ccccc2)C(=O)NCCCn2ccnc2)c2ccccc21	5.5%	17.3%
C[C@H]1CN([C@@H](C)CO)S(=O)(=O)c2ccc(Br)cc2O[C@H]1CN(C)C(=O)NC1CCCCC1	-4.0%	11.2%
O=C(Nc1cccc(S(=O)(=O)N2CCCCC2)c1)C1CC1	-10.7%	1.3%
COc1ncnc2c1ncn2CCCNCCCN1CCCC1=O	-1.6%	13.3%
Cc1ccc2c(c1)[C@H]1[C@H](CO2)[C@H](c2ccccc2)[C@]2(C)C(=O)Nc3cc(F)ccc3C(=O)N12	-10.8%	5.2%
CC(=O)N1CCN(S(=O)(=O)c2cccc(C(=O)OCc3ccc(C(C)(C)C)cc3)c2)CC1	2.9%	-6.3%
Cc1ccc(Nc2nnc(SCC(=O)NCC3CCCO3)s2)cc1C (stereo not drawn)	0.0%	6.7%
O=C(O)c1ccccc1NS(=O)(=O)c1ccc(NN=Cc2cccc(Cl)c2)c([N+](=O)[O-])c1	6.2%	3.0%
CC1CCC(NC(=O)C2CC(O)CN2S(=O)(=O)c2ccc([N+](=O)[O-])cc2)CC1 (stereo not drawn)	0.0%	3.7%
O=C(COC(=O)c1cccc(Br)c1)NCC1CCCO1 (stereo not drawn)	3.9%	-0.3%
COc1cc(-n2c(C)nc3ncn(-c4ccccc4)c3c2=O)cc(OC)c1OC	9.1%	11.4%
COc1cccc(C(=O)NC2CC3CCCC(C2)N3Cc2ccc(F)cc2)c1 (stereo not drawn)	-10.3%	7.4%
CCOc1ccc2oc(C(=O)OCC(=O)NCC3CCCO3)c(C)c2c1 (stereo not drawn)	-8.2%	5.6%
CC(Oc1ccc(Br)cc1)C(=O)Nc1ccc(S(=O)(=O)NC2=NCCCCC2)cc1 (stereo not drawn)	-0.8%	0.3%
CCOc1cc2c(cc1OCC)C(c1ccc(O)c(OC)c1)NCC2 (stereo not drawn)	-0.7%	7.5%

Next section; the last 2 above are carried over.
SMILES	NS5 inhibitors	MgcRacGAP inhibition	others
CC(Oc1ccc(Br)cc1)C(=O)Nc1ccc(S(=O)(=O)NC2=NCCCCC2)cc1 (stereo not drawn)	-0.8%	0.3%
CCOc1cc2c(cc1OCC)C(c1ccc(O)c(OC)c1)NCC2 (stereo not drawn)	-0.7%	7.5%
COc1cccc(C#Cc2ccc3c(c2)O[C@H](CN(C)C)[C@@H](C)CN([C@@H](C)CO)S3(=O)=O)c1	-0.6%	10.2%
CC(C(=O)N1CCCC1)N1CCN(S(=O)(=O)c2ccccc2)CC1 (stereo not drawn)	-5.1%	2.0%
COC1=CC(=O)OC(c2ccco2)C1 (stereo not drawn)	0.0%	-8.7%
O=C(OCC(=O)N1N=C(c2ccc(Cl)cc2)CC1c1ccco1)c1cccnc1 (stereo not drawn)	7.3%	14.4%
C[C@@H](O)C#Cc1ccc2c(c1)O[C@H](CN(C)C(=O)Nc1ccccc1)[C@@H](C)CN([C@@H](C)CO)S2(=O)=O	-6.6%	11.9%
O=C(c1cccc(NS(=O)(=O)c2ccc(Br)cc2)c1)N1CCN(c2ccccc2O)CC1	5.1%	-1.1%
COc1cc(Cl)c(C)cc1NC(=O)CSc1nnc(CN2CCCC2)o1	-5.2%	10.1%
CCOC(=O)C1=C(C#N)C(C(=O)OCC)c2ncccc21 (stereo not drawn)	-15.5%	-5.5%
NC(=O)c1ccc(NC(=O)COC(=O)c2ccc(Br)c(S(=O)(=O)N3CCOCC3)c2)cc1	-9.2%	-1.9%
CN(CCc1ccccc1)C(=O)c1ccc(NC(=O)Cc2ccc(NC(=O)C3CCCN(C(=O)C4CCC4)C3)cc2)cc1 (stereo not drawn)	0.0%	7.8%	NS5 inhibitors pilot replicate=0.9
c1ccc(-c2cc(-c3cc(-c4ccccc4)on3)no2)cc1	-3.4%	6.9%
COc1cccc(NC(=O)c2cccc(NC(=O)c3ccco3)c2)c1	4.0%	2.4%
COc1ccc(-c2nnc(SCC(=O)N(C)C3CCS(=O)(=O)C3)n2C(C)C)cc1 (stereo not drawn)	-4.3%	2.7%
O=C(COc1ccccc1)N[C@@H]1c2ccccc2CC[C@@H]1O	-2.6%	9.7%
C[C@H]1CN([C@@H](C)CO)C(=O)CCCn2nncc2CO[C@H]1CN(C)S(=O)(=O)c1ccc(Oc2ccccc2)nc1	-4.1%	3.5%
O=C1N[C@H](Cc2ccccc2)COC(=O)[C@H](Cc2ccc(F)cc2)CC/C=C/C[C@@H]1CC(=O)N(CCO)Cc1ccccc1	-2.5%	3.8%
COc1ccc(C2/C=C\CN(S(=O)(=O)c3ccc(C)cc3)CC(=O)N2Cc2cccc(F)c2)cc1 (stereo not drawn)	-7.6%	1.1%	NS5 inhibitors pilot replicate=-4.5
Cc1cccc(NS(=O)(=O)c2ccc(C)c(C(=O)N3CCN(C(=O)c4ccco4)CC3)c2)c1	-5.3%	2.9%
CCOc1ccccc1OCC(=O)NN=C1CCCC(=O)C1	3.5%	-4.1%
CN(C)CCC(C(=O)c1ccccc1)c1ccncc1 (stereo not drawn)	-2.3%	-1.9%
CC(C)C[C@H]1CN([C@@H](Cc2ccc(O)cc2)CN2CCC[C@@H]2CN2C(=O)C(=O)NC[C@@H]2Cc2ccccc2)C(=O)C(=O)N1CC1CCCCCC1	-6.0%	10.4%	NS5 inhibitors pilot replicate=4.0
O=C(CN1C(=O)C2CCCCC2C1=O)Nc1cccc(C(F)(F)F)c1 (stereo not drawn)	-0.8%	3.9%
COC(=O)[C@@]12CCCCN1[C@H](c1ccc(-c3ccc(Cl)c(Cl)c3)c(OC)c1)[C@H]1C(=O)N(C)C(=O)[C@H]12	-9.6%	8.9%
C[C@@H]1CN([C@H](C)CO)C(=O)CCCn2nncc2CO[C@@H]1CN(C)S(=O)(=O)c1cccs1	0.0%	13.3%
Nc1nc(-c2ccccc2)c(CCCOc2ccc(NC(=O)CBr)cc2)c(=O)[nH]1	-4.0%	8.7%
COC(=O)C1CC2=C(CCC2=O)N(c2ccccc2)C1=O (stereo not drawn)	-3.3%	7.0%	NS5 inhibitors pilot replicate=-3.1
O=C1C(c2ccccc2)C2C=CC(C2)N1O (stereo not drawn)	-8.9%	-3.6%
Cc1ccc([C@H]2N[C@]3(CCCN(Cc4ccc(F)cc4)C3=O)[C@H]3C(=O)N(C)C(=O)[C@@H]23)cc1	-8.7%	10.9%
C=CC[C@@H](CC(=O)N[C@@H](CO)Cc1ccccc1)C(=O)N[C@H](COC(=O)[C@@H](CC=C)CC(=O)OC(C)(C)C)Cc1c[nH]c2ccccc12	1.3%	6.6%	NS5 inhibitors pilot replicate=-1.5
C[C@@H]1CN([C@H](C)CO)C(=O)CCCn2nncc2CO[C@H]1CN(C)S(=O)(=O)c1cccc(F)c1	-1.7%	15.6%
CC1CCCCC1NC(=O)CCn1c(=S)[nH]c2ccccc2c1=O (stereo not drawn)	-6.3%	8.9%
CN(C)S(=O)(=O)c1ccc(C(=O)NN2C(=O)NC3(CCCCC3)C2=O)cc1	0.7%	0.5%
Cc1ccc(S(=O)(=O)N2C[C@H]3[C@H]4C(=O)N(c5ccccc5)C(=O)[C@H]4C[C@H](OC(=O)NCC4CCCCC4)[C@@]3(O)C2)cc1	3.5%	9.8%
C[C@H](CO)N1C[C@H](C)[C@@H](CN(C)S(=O)(=O)c2cn(C)cn2)Oc2ccc(NC(=O)C3CC3)cc2C1=O	-6.5%	7.3%
O=C(COC(=O)COc1ccc(Cl)cc1Br)NC1CC1	0.0%	-1.4%
COc1ccc(NC(=O)CN(C)C(=O)c2ccc3ccccc3c2)cc1	-5.8%	3.2%
Cc1cc(C(=O)NC2CCCCCC2)c2ccccc2n1	-15.5%	-2.5%
CCCCC(=O)N1C(C)CCC1C (stereo not drawn)	-0.6%	2.6%
COc1ccc(-c2c(-c3cc(OC)cc(OC)c3)n(C)c3ccc(-c4cnc(OC)nc4)cc23)cc1	-10.0%	7.0%
CCN1CCN(S(=O)(=O)c2ccc(Cl)c(C(=O)N(C)Cc3ccc(C(C)(C)C)cc3)c2)CC1	-2.2%	10.5%

6 compounds from above, arranged by number of heavy atoms, rising.
SMILES	NS5 inhibitors	MgcRacGAP inhibition	others
O=C(COC(=O)COc1ccc(Cl)cc1Br)NC1CC1	0.0%	-1.4%
Cc1cc(C(=O)NC2CCCCCC2)c2ccccc2n1	-15.5%	-2.5%
CC1CCCCC1NC(=O)CCn1c(=S)[nH]c2ccccc2c1=O (stereo not drawn)	-6.3%	8.9%
COc1ccc(NC(=O)CN(C)C(=O)c2ccc3ccccc3c2)cc1	-5.8%	3.2%
Nc1nc(-c2ccccc2)c(CCCOc2ccc(NC(=O)CBr)cc2)c(=O)[nH]1	-4.0%	8.7%
C[C@H](CO)N1C[C@H](C)[C@@H](CN(C)S(=O)(=O)c2cn(C)cn2)Oc2ccc(NC(=O)C3CC3)cc2C1=O	-6.5%	7.3%

(next part)
SMILES	NS5 inhibitors	MgcRacGAP inhibition	others
CCOC(=O)C1CCN(C(=O)c2ccc3c(=O)n4nc(Nc5ccccc5OC)sc4nc3c2)CC1	1.6%	9.8%
Cc1noc(C)c1NC(=O)Nc1cccc2c1O[C@@H](CN(C)C)[C@@H](C)CN([C@H](C)CO)C2=O	-2.4%	2.3%
CCn1c(C)nc2cc(C(=O)NNC(=O)CN(C)S(=O)(=O)c3ccc(NC(C)=O)cc3)ccc21	4.5%	3.0%
CC(=O)c1cccc(NC(=O)C2CC(=O)N(C3CCCC3)C2)c1 (stereo not drawn)	11.2%	-3.1%
COc1ccc(CCC(=O)N2CCN(S(=O)(=O)c3cccs3)CC2)cc1	0.0%	1.1%
O=C(COc1ccc(Cl)cc1Cl)NCCN1CCCCC1	-1.7%	1.1%
COc1ccc(Br)cc1/C=C(\C(=O)O)c1ccc(S(=O)(=O)N2CCCC2)s1	4.0%	6.2%
Nc1c(C(=O)CSc2nnnn2-c2ccccc2)c(=O)[nH]c(=O)n1C1CC1	13.5%	0.3%
Cc1c(N2CCCCC2)[nH]c2ccccc12	-4.6%	8.4%
Cc1ccc(S(=O)(=O)N2CCOCC2)cc1NC(=O)COC(=O)C1(C)CC1(Cl)Cl (stereo not drawn)	-1.5%	4.7%
O=C(O)C1CCC(C(=O)O)O1 (stereo not drawn)	-9.3%	0.9%
Cn1cccc1C(=O)OCC(=O)N1CCc2ccccc21	2.9%	6.4%
C[C@H](O)[C@@H]1CN2CCc3c([nH]c4ccccc34)[C@@H]2C[C@@H]1N(C)C(=O)Nc1ccccc1	0.0%	12.3%
CC(=O)Nc1ccc2c(COC(=O)[C@@H](NS(=O)(=O)c3ccc(C)cc3)C(C)C)cc(=O)oc2c1	0.0%	3.0%
COc1ccc(/C=C/C(=O)OCC(=O)NC2CCCCCC2)cc1	2.3%	5.0%
CC(C)(C)OC(=O)C[C@@H]1C/C=C\C[C@H](CC(=O)N(CCO)Cc2ccccc2)C(=O)N2CCC[C@H]2COC1=O	-7.4%	1.5%
C[N+](C)(CCOc1ccccc1)Cc1ccccc1	-2.2%	-2.3%
O=C1C2CCCCN2C(=O)N1CCCN1CCN(c2cccc(C(F)(F)F)c2)CC1 (stereo not drawn)	0.8%	3.0%
CC(=O)N1CCN(C(=O)c2cc(S(=O)(=O)N3CCN(c4ccccc4)CC3)ccc2Cl)CC1	-9.4%	8.0%
O=C(CCNC(=O)c1ccc([N+](=O)[O-])cc1)NC1CCCCCC1	3.0%	1.5%
NS(=O)(=O)c1ccc(NC(=O)COC(=O)c2ccc(S(=O)(=O)N3CCOCC3)cc2)cc1	-1.9%	0.1%
Cc1ccc(S(=O)(=O)N2CCCCC2)cc1NC(=O)Cn1ncc(Cl)c(Cl)c1=O	-5.1%	5.8%
COc1ccc(N2CCN(CCCn3cnc4c(OC)ncnc43)CC2)cc1	8.5%	28.1%
Cc1c(C(=O)NCC(c2ccco2)N2CCCC2)sc2ccccc12 (stereo not drawn)	-5.6%	-1.2%
NS(=O)(=O)c1cccc(NC(=O)c2cccc(N3C(=O)c4ccccc4C3=O)c2)c1	-1.6%	3.3%
Cc1ccc([C@H]2N[C@]3(CCCN(Cc4ccccc4)C3=O)[C@H]3C(=O)N(C)C(=O)[C@@H]23)cc1	-8.1%	3.8%
O=C(CCCn1c(=S)[nH]c2cc3c(cc2c1=O)OCO3)NCCc1ccc(Cl)cc1	4.6%	5.4%
O=C(Nc1nnc(C2CC2)s1)c1cncc(Br)c1	5.3%	5.2%
CCN(CC(=O)NCc1cccs1)C(=O)c1cccc(S(=O)(=O)N(CC)c2ccccc2)c1	-4.5%	-1.4%
CCOC(=O)c1ccccc1OC(=O)NNc1ccccc1	1.2%	-1.4%
C=CC[C@@H](Cc1ccc(F)cc1)C(=O)OC[C@@H]1CCCN1C(=O)[C@@H](CC=C)CC(=O)N(CCO)Cc1ccccc1	-10.7%	6.4%

Assay outcomes deposited in PubChem by Southern Research Specialized Biocontainment Screening Center.

The list is partial; rates above refer to the full screens.
